HP1b binding inh – blocks HP1-beta chromodomain binding to methylated histone tails; P83916; AlphaScreen HP1-beta / biotin-H3K9me3 peptide binding; Potency, µM (series often up to 114 µM), for the others: top-dose activity change, negative = inhibition, usual class: inhibitors; hit rate 0.56% among 390,000; AID 540317; further: potency means the concentration at half of the fitted maximal effect; nearly all actives have a fitted effect of over 70% in size; inactives centre near 23
Target sequence (P83916 whole entry, looked up): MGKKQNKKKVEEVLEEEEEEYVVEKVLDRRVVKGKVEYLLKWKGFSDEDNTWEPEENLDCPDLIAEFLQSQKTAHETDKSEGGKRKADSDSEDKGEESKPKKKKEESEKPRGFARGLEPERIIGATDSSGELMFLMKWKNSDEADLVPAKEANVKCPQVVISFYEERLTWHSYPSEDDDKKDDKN
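Compound inhibition of the preformed complex between 50 nM HP1-beta and 50 nM biotinylated H3K9me3 peptide was read by AlphaScreen. Buffer was PBS pH 7.4 with 0.01% Tween-20. Incubations ran 30 min at room temperature, with 10 ug/mL donor/acceptor beads.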
PI4K2A inh – blocks human PI4K2A kinase activity | Q9BTU6 | purified PI4K2A, ADP-Glo luminescence, 1 h; hits give low values | activity change, negative = inhibition, % at 76.9 µM | hit rate 0.13% among 420,000; in the data active means activity change below about -50%; inconclusive means mostly about -30% to -49%;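 further: -100% = wells without enzyme as full effect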
Target sequence (Q9BTU6 whole entry, looked up): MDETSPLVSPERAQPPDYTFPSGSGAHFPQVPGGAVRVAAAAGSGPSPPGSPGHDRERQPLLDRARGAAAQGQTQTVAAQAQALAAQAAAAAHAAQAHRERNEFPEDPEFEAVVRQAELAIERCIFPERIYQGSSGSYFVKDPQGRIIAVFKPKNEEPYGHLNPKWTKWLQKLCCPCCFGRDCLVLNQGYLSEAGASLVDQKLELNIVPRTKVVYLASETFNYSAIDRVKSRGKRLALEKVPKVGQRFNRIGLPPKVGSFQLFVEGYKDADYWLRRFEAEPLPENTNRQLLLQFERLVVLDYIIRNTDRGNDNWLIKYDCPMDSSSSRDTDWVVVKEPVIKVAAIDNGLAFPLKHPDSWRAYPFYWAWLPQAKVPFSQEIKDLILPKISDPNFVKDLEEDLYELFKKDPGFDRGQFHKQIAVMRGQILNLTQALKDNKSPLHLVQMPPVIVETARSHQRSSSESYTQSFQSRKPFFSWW
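In this quantitative HTS, ADP production by PI4K2A was quantified luminescently after 1 h at ambient temperature; 100 microM adenosine served as plate-quality control.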
G9a inh – G9a (human) methyltransferase inhibition | Q96KQ7 | G9a H3K9 monomethylation, AlphaScreen, 2 h | Potency, µM (doses to about 102 µM), for the others: top-dose activity, negative = inhibition, usual class: inhibitors | hit rate 8.8% among 350,000 | AID 504332; further: potency means the concentration at half of the fitted maximal effect; on the % scale 0 is the no-effect control and ±100 the full control effect; nearly all actives have a fitted effect of over 75% in size
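Compounds were preincubated with 20 nM G9a for 15 min, after which biotinylated H3K9 peptide (500 nM) and SAM (20 uM) started a 2 h room-temperature reaction. Monomethylated product was quantified by antibody-based AlphaScreen chemiluminescence.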
12-LOX inh – blocks human arachidonate 12S-lipoxygenase; Potency, µM (series often up to 108 µM), inactives show at the top dose activity change, negative = inhibition, usual class: inhibitors; hit rate 1.1% among 580,000; purified 12hLO, xylenol orange hydroperoxide absorbance; AID 1671190; P18054; further: potency means the concentration at half of the fitted maximal effect; on the % scale 0 is the no-effect control and ±100 the full control effect
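Purified human 12hLO at 150 nM in 25 mM Hepes, 0.01% Triton X-100, pH 7.0, preincubated 15 min at room temperature with compound. Reaction started with 40 uM arachidonic acid, 30 min at room temperature. Hydroperoxide measured by Fe-xylenol orange, 573/405 nm absorbance ratio.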
JMJD2A Tudor inh – inhibitors of human JMJD2A Tudor domain; O75164; AlphaScreen JMJD2A-Tudor / H3K4me3 peptide binding; Potency, µM (series often up to 114 µM), for inactives: top-dose activity change, negative = inhibition, hits mostly inhibitors; hit rate 4.4% among 390,000; AID 504339; further: potency means the concentration at half of the fitted maximal effect; on the % scale 0 is the no-effect control and ±100 the full control effect; nearly all actives have a fitted effect of over 50% in size
ERG-DNA inh – blocks human ERG Ets domain binding to DNA | AID 624246 | fluorescence polarization, His-ERG Ets domain / labelled DNA | hit rate 0.028% among 370,000 | Potency, µM (highest dose often 76.9 µM), without a hit: top-dose FP activity, negative = inhibition, actives largely listed as inhibitors; active means well fitted inhibition curve with a large enough effect in the polarisation, with a control signal flat; inconclusive means small, poorly fitted or top-dose-only effect, or effect the other way, or a change in a side signal; inactive means no such curve, though single readings can be large or run the other way; the % refers to the polarisation;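 further: polarization taken with two DNA probes labelled with fluorescein and Texas red; potency means the concentration at half of the fitted maximal effect; % of control where 0% means no effect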
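His-tagged ERG Ets domain (1 uM in the protein solution; 300mM KCl, 50mM Tris-HCl, 1mM EDTA, 1mM DTT, pH 7.5) received compound, then a probe mix of 5 nM fluorescein-DNA and 100nM Texas-615-DNA. Fluorescence polarization was read for both dyes.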
RGS4 inh – blocks human RGS4-accelerated GTP hydrolysis. Transcreener GDP fluorescence polarization, RGS4-accelerated GTP hydrolysis. hit rate 0.039% among 390,000. P49798. Potency, µM (titrated, usually from 114 µM), inactives show at the highest dose activity change, negative = inhibition, actives largely listed as inhibitors; further: potency means the concentration at half of the fitted maximal effect; on the % scale 0 is the no-effect control and ±100 the full control effect; nearly all actives have a fitted effect of over 75% in size; some results filed as inactive show a strong effect at the top dose
Target sequence (P49798 whole entry, looked up): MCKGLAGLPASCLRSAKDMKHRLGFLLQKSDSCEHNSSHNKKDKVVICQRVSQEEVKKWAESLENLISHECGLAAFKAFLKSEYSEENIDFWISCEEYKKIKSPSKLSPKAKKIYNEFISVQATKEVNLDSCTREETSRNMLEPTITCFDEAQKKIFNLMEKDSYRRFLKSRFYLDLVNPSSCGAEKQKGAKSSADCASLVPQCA
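MLSMR compounds (23 nl, pin-transferred) preincubated 10 min at room temperature with a 500nM (2x) first reagent, then RGS4 at 900nM (2x) plus Transcreener GDP mix added; fluorescence polarization (620/688 nm) read before and after 90 min at 30 °C.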
GLS inh – inhibitors of human glutaminase (GLS); O94925; GLS enzymatic activity, qHTS titration; Potency, µM (titrated, usually from 45.5 µM), for inactives: top-dose activity change, negative = inhibition, hits mostly inhibitors; hit rate 0.21% among 410,000; further: potency means the concentration at half of the fitted maximal effect; on the % scale 0 is the no-effect control and ±100 the full control effect
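Two-point fluorescence kinetic (t0, 30 min RT) for hKGA; glutamate detected via glutamate oxidase–HRP–Amplex Red. Substrate: 1 mM L-glutamine solution; buffer 45 mM KH2PO4, pH 8.2.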
BAZ2B block – inhibitors of human BAZ2B bromodomain | Q9UIF8 | AlphaScreen BAZ2B-H3K14Ac peptide displacement | Potency, µM (series often up to 114 µM), for the others: at the top dose activity change, negative = inhibition, hits mostly inhibitors | hit rate 4.4% among 360,000; further: potency means the concentration at half of the fitted maximal effect; on the % scale 0 is the no-effect control and ±100 the full control effect; nearly all actives have a fitted effect of over 60% in size
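Multi-concentration screen (max 110 uM) measuring displacement of acetylated histone H3 peptide from BAZ2B by AlphaScreen, using 50 nM protein, 50 nM peptide and 10 ug/mL streptavidin donor plus Ni-chelate acceptor beads.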
An asterisk follows results filed as active; u = inconclusive; x = no result given; & = joins results of further samples; [ ] = another dose, or the depositor's remark. Unless noted, the call rests on the fitted dose curve; in most records, active means well fitted curve in the direction sought with a large enough effect; inconclusive means small, poorly fitted or top-dose-only effect, or another doubt; inactive means no such curve, though single readings can be large; an effect the other way counts as inactive or inconclusive. A portion of the library. The share of hits here may be higher or lower than overall.

Each structure is followed by: G9a inh	ERG-DNA inh	GLS inh	RGS4 inh	12-LOX inh	HP1b binding inh	JMJD2A Tudor inh	BAZ2B block	PI4K2A inh
O=C1N=C(N2CCN(c3ccccc3)CC2)S/C1=C/c1ccco1
  50µM*	16%	23%	-24%	-19%	3%	u	45µM*	-16
CCOC(=O)N1CCC(Nc2c(-c3ccc(C)c(C)c3)c(=O)c2=O)CC1
  -3%[59 µM]	-2%	4%	38%	-23%	16%	-14%	-18%	-1
Cc1cccc(S(=O)(=O)N2CN(Cc3ccco3)c3nc4ccccc4nc32)c1
  u	-3%	-4%	5%	u	8%	u	-30%	-6
COc1ccc(NC(=O)N2CCCCC2c2cccnc2)cc1 (configuration not stated)
  13%[59 µM]	-12%	21%	8%	-12%	16%	-12%	-9%	5
CC[C@@H](C)[C@H](NC(=O)Cc1c(C)c2cc3c(C)c(C)oc3c(C)c2oc1=O)C(=O)O
  11%	11%	6%	5%	-4%	22%	-26%	-17%	-5
N#Cc1c(NC(=O)CCCC(=O)O)sc2c1CCCCC2
  29%[59 µM]	1%	17%	-6%	u	10%	0%	23%	-3
CC(C)N1C(=O)CCC1C(=O)N1CCCc2ccccc21 (configuration not stated)
  u	-4%	5%	16%	-8%	11%	-5%	-22%	1
COC(=O)Cc1ccc(N(Cc2ccccc2F)S(=O)(=O)c2ccc(C)cc2)cc1
  15%	9%	0%	6%	-1%	75%[activator]	21%	-20%	-5
O=C(CSc1n[nH]c(=O)n1C1CC1)Nc1ccc(F)c([N+](=O)[O-])c1
  -34%	-1%	-1%	4%	-16%	9%	-13%	11%	-3
COc1ccc(CC(=O)NCc2nnc(SCc3ccc([N+](=O)[O-])cc3)n2C)cc1
  13%	-7%	-1%	7%	-15%	18%	-15%	-13%	-7
CCOC(=O)C1=C(C)C(c2ccc(OC)cc2OC)NC(=O)N1 (configuration not stated)
  -6%[59 µM]	-9%	-5%	-11%	0%	23%	-8%	9%	11
CC1CCCCC1NC(=O)COC(=O)/C=C/c1ccco1 (configuration not stated)
  -14%[12.7 µM]	-10%	0%	-28%	-28%	37%	-1%	11%	2
COc1ccccc1CNn1c(-c2cccc(C)c2)nc2ccccc2c1=O
  -5%[59 µM]	x	0%	-16%	-2%	40%[activator]	9%	-6%	2
Cc1cc(CCN2CCC(=O)NC2=S)ccc1OC(C)C
  -6%	12%	-2%	0%	1%	44%[activator]	5%	11%	2
Cc1ccc(-c2c(C(=O)Nc3ccccc3F)oc(=O)c3ccccc23)cc1
  -5%[59 µM]	-6%	1%	14%	8%	54%[activator]	-7%	2%	-9

BAZ2B block, hit marks shown above.
Each structure is followed by: G9a inh	ERG-DNA inh	GLS inh	RGS4 inh	12-LOX inh	HP1b binding inh	JMJD2A Tudor inh	BAZ2B block	PI4K2A inh
O=C1N=C(N2CCN(c3ccccc3)CC2)S/C1=C/c1ccco1
  50µM*	16%	23%	-24%	-19%	3%	u	45µM*	-16

Continued.
Each structure is followed by: G9a inh	ERG-DNA inh	GLS inh	RGS4 inh	12-LOX inh	HP1b binding inh	JMJD2A Tudor inh	BAZ2B block	PI4K2A inh
Cc1ccc(S(=O)(=O)/C(C#N)=C/c2c(N3CCN(C)CC3)nc3ccccn3c2=O)cc1
  u	-2%	2%	-25%	22%	17%	-9%	-5%	10
COc1cccc(C(=O)c2cn(CC(=O)Nc3cccc(C)c3C)c3nc(C)ccc3c2=O)c1
  -2%[59 µM]	14%	-5%	-32%	u	38%	-16%	-5%	-4
CCOc1ccc(OCC)c(NC(=O)c2ccc(CNc3c(N4CCCC4)c(=O)c3=O)cc2)c1
  -3%[59 µM]	0%	-1%	-13%	-4%	44%	-8%	7%	2
COc1cc(C(=O)Oc2cc(C)cc(C)c2)cc(OC)c1OC
  -12%[59 µM]	0%	0%	-16%	-12%	35%	4%	-5%	-5
Cc1ccccc1-c1nc2cc(N)ccc2o1
  -2%[59 µM]	x	25%	16%	8%	39%	1%	-3%	-4
CCCc1cc(=O)[nH]c2nnc(SCC(=O)Nc3nnc(CC)s3)n12
  -8%[12.7 µM]	8%	9%	15%	-25%	7%	25µM*	6%	-2
COC(=O)[C@H](Cc1c[nH]c2ccccc12)NC(=O)NCc1ccccc1
  -5%	-5%	1%	14%	-9%	12%	-13%	-1%	-4
CN(CC(=O)Nc1ccc(F)cc1)C(=O)c1cccc(S(=O)(=O)N2CCN(c3ccc(F)cc3)CC2)c1
  11%[0.501 µM]	5%	-3%	-22%	-17%	5%	-18%	-21%	2
O=C(O)CCC(=O)N1CCc2cc(S(=O)(=O)N3CCCCC3)ccc21
  18%[0.0925 µM]	-1%	-15%	1%	23%	3%	-7%	2%	-1
Cn1cnnc1SCC(=O)c1cc2ccccc2o1
  u	-11%	2%	-38%	-4%	62%[activator]	-8%	-39%	0
CC(NC(=O)Nc1ccccn1)N1C(=O)C2C3C=CC(C3)C2C1=O (configuration not stated)
  12%[59 µM]	-1%	4%	-1%	2%	38%	-10%	-2%	-5
Cc1cccc(NC(=O)c2ccoc2C)n1
  25%[2.33 µM]	1%	1%	1%	0%	25%	-12%	5%	-5
CN1CCc2ccccc2C1C1CCNCC1 (configuration not stated)
  u	-6%	21%	9%	-24%	44%[activator]	-6%	2%	2
CCOc1ccccc1NC(=S)C(=C([O-])c1ccc2c(c1)OCCO2)[n+]1ccc(CC)cc1
  x	3%	-3%	-38%	-26%	-18%	u	x	-4
COc1ccc(C(=O)NCC(=O)c2ccccc2)cc1
  2%[0.501 µM]	-8%	-1%	5%	3%	14%	-19%	9%	2

The last 2 compounds of the part before lead into the next.
Each structure is followed by: G9a inh	ERG-DNA inh	GLS inh	RGS4 inh	12-LOX inh	HP1b binding inh	JMJD2A Tudor inh	BAZ2B block	PI4K2A inh
CCOc1ccccc1NC(=S)C(=C([O-])c1ccc2c(c1)OCCO2)[n+]1ccc(CC)cc1
  x	3%	-3%	-38%	-26%	-18%	u	x	-4
COc1ccc(C(=O)NCC(=O)c2ccccc2)cc1
  2%[0.501 µM]	-8%	-1%	5%	3%	14%	-19%	9%	2
CCOc1ccc(NC(=O)c2ccc3c(=O)n4c(nc3c2)CCCCC4)cc1
  13%	9%&4%	-14%&-10%	2%[11.4 µM]	1%&-10%	54%&55%[activator]	-12%&2%	-21%&-1%	6&-5
O=S(=O)(NCCc1csc(-c2cccnc2)n1)c1cc(F)ccc1F
  27%	-10%	-3%	-5%	1%	21%	-8%	-8%	-4
Cn1c(=O)c2c(ncn2CC(=O)OCC(=O)Nc2cc(Cl)ccc2Cl)n(C)c1=O
  10%	x	9%	-31%	-2%	40%[activator]	2%	-21%	-2
CNc1oc(-c2cccs2)nc1C#N
  u	-16%	15%	4%	0%	27%	-14%	-9%	-2
CSc1ccc(C(=O)/C=C/c2ccc(N)cc2)cc1
  u	3%	3%	-10%	-10%	-11%	-34%	u	-13
COc1ccc(CNC(=O)c2ccc(C(C)(C)C)cc2)cc1
  x	-3%	1%	-4%	-1%	17%	-9%	0%	2
CC1=C(C(=O)N2CCCC(N3CCN(c4ccccc4F)CC3)C2)OCCO1 (configuration not stated)
  7%	-6%	-6%	-26%	3%	25%	-8%	-16%	-2
O=C(COc1cccnc1[N+](=O)[O-])Nc1ccc2c(c1)OC(F)(F)O2
  15%[59 µM]	-4%	10%	1%	-19%	15%	-12%	-8%	-4
COC(=O)C1=C(c2ccccc2)c2ccccc2S(=O)(=O)N1CC(=O)Nc1ccc(F)c(F)c1
  u	1%	-3%	-3%	u	-7%	-32%	-21%	3
O=C(NCCc1nc2ccccc2[nH]1)c1ccco1
  9%	-10%	-12%	2%	0%	27%	3%	6%	-2
CCOc1ccc2[nH]cc(S(=O)(=O)c3ccc(Cl)cc3)c(=O)c2c1
  71µM*	7%	-1%	-4%	-14%	16%	-17%	u	-3
CCCCC(=O)N(CCC)CCC
  17%	-2%	7%	-7%	16%	26%[57 µM]	-4%	-2%	2
Cc1cc(NC(=O)C(C)C)n(-c2nc3ccccc3s2)n1
  30%	-18%	9%	4%	37%[activator]	24%	4%	-1%	-5

Looked up above.
CNc1oc(-c2cccs2)nc1C#N in RGS4 inh: 4%
Cn1c(=O)c2c(ncn2CC(=O)OCC(=O)Nc2cc(Cl)ccc2Cl)n(C)c1=O in HP1b binding inh: 40%[activator]
CCCCC(=O)N(CCC)CCC in PI4K2A inh: 2
CCOc1ccc2[nH]cc(S(=O)(=O)c3ccc(Cl)cc3)c(=O)c2c1 in PI4K2A inh: -3

Compound activity from PubChem BioAssay.
